From PubChem
M1 antag – human CHRM1 antagonism. P11229. CHO-K1 hM1, Fluo-8 calcium fluorescence, ACh EC80 antagonist. actives 1.3% (n = 360,000). inhibition, % at 3 µM;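 active = percent inhibition above its own plate's cutoff, namely the mean of that plate's compound wells plus 3 SD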;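 also: peak over basal fluorescence ratio during 140 s after agonist addition; 0% = ACh EC80 plus DMSO and 100% = DMSO alone without agonist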
Target sequence (P11229 whole entry, looked up): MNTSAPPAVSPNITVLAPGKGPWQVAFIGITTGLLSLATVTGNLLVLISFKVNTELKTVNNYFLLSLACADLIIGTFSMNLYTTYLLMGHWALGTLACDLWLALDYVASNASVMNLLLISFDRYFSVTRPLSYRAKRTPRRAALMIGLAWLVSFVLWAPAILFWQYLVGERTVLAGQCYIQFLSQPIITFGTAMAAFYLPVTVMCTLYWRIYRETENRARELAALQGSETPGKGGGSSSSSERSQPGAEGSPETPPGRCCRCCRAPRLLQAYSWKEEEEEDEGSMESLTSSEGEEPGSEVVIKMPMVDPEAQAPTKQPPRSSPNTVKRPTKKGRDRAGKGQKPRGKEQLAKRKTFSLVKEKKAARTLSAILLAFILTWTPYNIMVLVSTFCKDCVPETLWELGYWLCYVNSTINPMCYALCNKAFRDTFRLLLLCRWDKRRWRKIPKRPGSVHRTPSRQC
CHRM1 PAM – potentiates human M1 receptor response to acetylcholine; CHO-K1 hM1, Fluo-8 calcium fluorescence, ACh EC20; 0% = ACh EC20, 100% = maximal ACh; activation, % at 3 µM; actives 0.088% (n = 360,000); AID 588819; in the data active = activation above about 19%, passing the limit was not always enough
CHO-K1 Ca antag – counter-screen for M1 antagonists: effect in parental CHO-K1 cells | AID 602250 | ATP-induced calcium, Fluo-8 fluorescence | inhibition, % at 3 µM | actives 0.6% (n = 360,000);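 active = inhibition above a per-plate cutoff, the plate's mean sample inhibition plus 3 SD, cut at about 24% in these data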;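 also: 0% = DMSO plus EC80 ATP and 100% = DMSO alone without ATP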
TAAR1 antag – human TAAR1 antagonism. inhibition, % at 3 µM. CHO RD-HGA16 TAAR1, Fluo-8 calcium fluorescence, antagonist. Q96RJ0. actives 1.5% (n = 360,000). AID 624466;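 active = inhibition above a per-plate cutoff, the mean inhibition of test compounds on that plate plus 3 SD, cut at about 49% in these data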;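 also: 0% = DMSO plus EC80 beta-PEA response and 100% = DMSO alone without agonist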
Target sequence (Q96RJ0 whole entry, looked up): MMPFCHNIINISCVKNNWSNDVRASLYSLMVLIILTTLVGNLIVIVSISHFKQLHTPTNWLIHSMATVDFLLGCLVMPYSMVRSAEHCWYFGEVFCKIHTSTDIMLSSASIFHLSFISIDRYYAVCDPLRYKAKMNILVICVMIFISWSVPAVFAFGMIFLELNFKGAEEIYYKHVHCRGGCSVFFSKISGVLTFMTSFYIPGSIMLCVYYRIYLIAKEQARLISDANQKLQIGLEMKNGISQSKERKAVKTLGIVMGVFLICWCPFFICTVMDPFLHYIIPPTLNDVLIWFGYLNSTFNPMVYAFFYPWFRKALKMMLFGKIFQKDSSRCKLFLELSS
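System: CHO RD-HGA16 cells bearing hTAAR1. Reagent: EC80 β-phenethylamine stimulus. Schedule: seeding 17-24 h prior, 75-min 37 °C, 30-min RT dye loading. Signal: Fluo-8 intracellular calcium dye fluorescence, real-time kinetic reads. Read-out: % inhibition from peak post-agonist over basal fluorescence ratio. Benchmarks: vehicle wells and EC80 agonist wells. Replicates: n of 1.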
CHO parental Ca – counter-screen for OX1R antagonists: effect in parental CHO cells; parental CHO-K1, ATP-induced calcium, Fluo-8 fluorescence; actives 0.63% (n = 330,000); AID 463079; inhibition, % at 5.6 µM;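 active = inhibition above that plate's mean sample inhibition plus 3 SD, cut at about 26% in these data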;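 also: 0% = ATP-challenged DMSO wells and 100% = DMSO wells without ATP; some compounds past the cut are filed as inactive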
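Test system: untransfected parental CHO cell line; also added: ATP stimulus; dosing: 5.6 µM, single dose; signal: calcium-sensitive Fluo-8 fluorescence; measure: percent inhibition of ATP-evoked calcium rise, normalized to controls; benchmarks: low control ATP plus DMSO, high control DMSO only; replication: one well per compound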
M1 PAM parental – nonselective activator or artifact in parental CHO-K1 calcium assay | ATP EC20, Fluo-8 calcium fluorescence; 0% at ATP EC20, 100% at ATP max | activation, % at 3 µM | actives 0.02% (n = 360,000);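 active = activation above the run cutoff, the mean activation of all test compounds plus 3 SD, cut at about 40% in these data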;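 also: peak over basal fluorescence ratio in a 140 s read after ATP addition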
TAAR1 agonist – agonists of human TAAR1; CHO RD-HGA16 TAAR1, Fluo-8 calcium fluorescence; vehicle wells 0%, saturating PEA agonist 100%; activation, % at 3 µM; actives 0.99% (n = 360,000);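 active = activation above the mean activation of all test compounds in the run plus 3 SD, cut at about 38% in these data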
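Test system: RD-HGA16 (CHO) cells co-expressing Gα16 and hTAAR1; dosing: one-point dosing at 3 µM (nominal); timing: 17-24 h seeding, 75 min 37 °C dye, 30 min RT; signal: kinetic Fluo-8 calcium fluorescence; read-out basis: % activation relative to PEA EC100 response; controls: DMSO and PEA EC100; replicates: n 1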
CHO-K1 Ca ag – nonselective activator or artifact in parental CHO-K1 cells; Fluo-8 calcium fluorescence; scaled to maximal ATP response, vehicle zero; activation, % at 3 µM; actives 0.48% (n = 360,000); in the data active = activation above about 15%;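 also: untransfected CHO-K1 host cells lacking M1 receptor as counterscreen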
CHRM1 agonist – activates human CHRM1 receptor. P11229. CHO-K1 hM1, Fluo-8 calcium fluorescence, agonist mode; 0% DMSO, 100% acetylcholine EC100. activation, % at 3 µM. actives 0.33% (n = 360,000);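 active = activation above the run's mean compound activation plus 3 SD, cut at about 16% in these data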;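 also: peak over basal fluorescence ratio within a 140 s kinetic read after compound addition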
Active calls of the source: *; / = no result given. An unsorted share of the library; any-hit rate near 4.4%.

SMILES	M1 antag	CHRM1 PAM	CHO-K1 Ca antag	TAAR1 antag	CHO parental Ca	M1 PAM parental	TAAR1 agonist	CHO-K1 Ca ag	CHRM1 agonist
COC(=O)C1CCN(C(c2cc(OC)c(OC)c(OC)c2)c2sc3nc(C)nn3c2O)CC1 (stereo not given)	1	-1	7	-9	5	-4	1	0.2	-3
CCn1c(SCC(=O)Nc2cc(C)on2)nnc1-c1cccc(C)c1	-11	7	-13	-4	-6	7	6	-0.3	-6
COc1ccccc1-c1cc(C(=O)NCc2cccs2)no1	-4	7	-8	3	-19	21	19	2.0	-8
Cc1ccc(S(=O)(=O)N(CCC(=O)O)Cc2ccc(Cl)cc2)cc1	-29	5	-13	8	-11	-13	-2	-0.2	-1
Cc1cccc(NC(=O)/C=C/c2ccc(Cl)cc2)n1	-6	0	-2	-1	-22	7	2	2.7	-8
COc1ccc(CN(C)C(=O)COC(=O)c2ccc(-c3ccccc3)cc2)c(OC)c1OC	18	-11	4	47	/	3	6	10	-2
CC(C)(C)OC(=O)CNC(=O)c1[nH]cnc1C(=O)N[C@@H](CCCCNC(=O)OC(C)(C)C)C(=O)OC(C)(C)C	-1	-4	-3	26	-24	-22	8	-0.9	-3
C[C@H](CO)N1C[C@H](C)[C@@H](CN(C)C(=O)Nc2ccccc2)Oc2c(NC(=O)Nc3ccccc3)cccc2C1=O	20	-11	-12	50*	-9	19	6	-0.1	-5
CCN(CC)CCC(=O)N1C/C(=C/c2ccccc2)C(=O)/C(=C\c2ccccc2)C1	-15	11	-1	8	/	27	17	8.6	-5
CCc1cc(C(=O)N2CCN(c3ccccn3)CC2)sc1C	0	-11	2	-8	-4	0	5	1.6	-6
COC(=O)CCCC(=O)N1CCCC(C(=O)c2ccccc2SC)C1 (stereo not given)	4	-1	-3	10	/	9	1	2.5	-4
C[C@]12C(=O)N(c3ccc(C(F)(F)F)cc3)C(=O)N1[C@H]1c3ccccc3OC[C@@H]1[C@H]2c1ccccc1	1	13	-3	-6	-12	-7	15	-0.4	11
CC(NC(=O)CN1C(=O)NC(Cc2ccccc2)(Cc2ccccc2)C1=O)C12CC3CC(CC(C3)C1)C2 (stereo not given)	-9	13	-18	-14	-27	33	7	2.6	4
CN(CC(=O)NC1CCCC1)S(=O)(=O)c1cccc(Cl)c1	-15	1	-5	-11	-1	12	1	0.5	-2
Cn1c(=O)oc2cc(S(=O)(=O)NCCN3CCCCCC3)ccc21	0	-10	-6	12	-3	8	1	0.2	-5
CCN(c1ccccc1)S(=O)(=O)c1cccc(C(=O)Nc2ccc(C)cn2)c1	-7	5	6	-20	-23	-13	1	1.3	-5
CC(=O)N1CC2(C)CN(C(C)=O)CC(C)(C1)C2O (stereo not given)	-9	0	-5	14	-14	13	15	0.6	0
COc1ccc(C(=O)Nc2cc(Cl)ccc2OC(=O)c2ccc(OC)cc2)cc1	1	-1	-2	/	-36	5	/	-0.1	-5
O=C(/C=C/c1ccc([N+](=O)[O-])cc1)OCC(=O)N1CCCCCC1	-16	6	-18	-13	-5	11	4	4.0	-1
Cn1cc(C(=O)C(=O)N2CCCc3ccccc32)c2ccccc21	4	3	-8	-20	-8	-3	-2	4.0	-6
COc1ccc(N2CCN(C(=O)NC3CCCCC3)CC2)cc1	-13	4	4	1	4	7	8	1.1	-2
CC(C)[C@H](NS(=O)(=O)c1ccccc1)C(=O)OCC(=O)N1N=C(c2ccc(Cl)cc2)CC1c1ccco1 (stereo not given in full)	-6	15	-8	-6	-24	28	0	0.0	-2
CCN(CC(=O)Nc1c(F)cccc1F)C(=O)c1ccc(N2CCCC2)c([N+](=O)[O-])c1	-5	3	9	-15	-26	5	2	3.2	0
Cc1ccc(CNCC(O)c2ccccc2)s1 (stereo not given)	-12	7	-9	-1	-16	0	1	0.0	-1
CC(=O)NNc1cc(C)nc(NS(=O)(=O)c2ccc(C)cc2)n1	-6	8	-14	-6	2	-8	1	0.4	1
Next records follow:
SMILES	M1 antag	CHRM1 PAM	CHO-K1 Ca antag	TAAR1 antag	CHO parental Ca	M1 PAM parental	TAAR1 agonist	CHO-K1 Ca ag	CHRM1 agonist
CCC(C)NC(=O)C1CCN(S(=O)(=O)c2cccnc2)CC1 (stereo not given)	-12	4	-6	-8	14	10	3	0.0	-4
Cc1ccc(C(=O)NCC2CCCO2)o1 (stereo not given)	-10	6	-8	-14	-1	12	2	0.8	-2
CCc1nnc(NS(=O)(=O)c2ccc(NC(=S)NC(=O)c3ccncc3)cc2)s1	-29	5	-16	-12	-7	13	0	1.5	-1
Cc1cccc(C)c1N=C1C(=O)Nc2ccccc21	3	-11	-13	2	0	12	0	1.0	-4
Cc1ccc(-c2nn(-c3ccc(F)cc3)cc2C(=O)NC2CCC(O)CC2)cc1 (stereo not given)	-14	9	16	-16	5	-21	2	-0.3	4
CC(C)(C)SCCNC(=O)CN(c1ccc(F)c(Cl)c1)S(C)(=O)=O	0	7	-13	-10	-15	26	16	6.5	-3
O=C(COC(=O)C1CCC1)NCCc1ccc(Cl)cc1Cl	-1	-1	7	0	-8	-20	-4	-0.6	-2
CCOc1ccc(C(=O)NCc2ccccc2OC)cc1	-6	3	-10	2	-2	15	1	-0.1	-7
Cc1nc(N)sc1-c1csc(NCc2ccccc2)n1	-17	0	-13	-13	7	14	4	0.7	-3
CS(=O)(=O)N1CCC(C(=O)O)CC1	-7	10	-20	-1	2	6	12	0.1	-2
CC(=O)c1ccc(N2CCN(S(=O)(=O)c3csc(C(N)=O)c3)CC2)cc1	-4	0	-7	-5	-3	24	1	3.4	-3
COc1ccccc1C(=O)Nc1nnc(-c2ccc(F)cc2)o1	-8	7	1	13	-16	18	1	1.1	-1
O=S(=O)(Nc1cccc(-c2cn3c(n2)SCC3)c1)c1ccccc1	0	2	0	-4	-15	-12	1	1.7	-2
COc1ccc(N2C(=O)C3CCCN3C2c2ccccc2F)cc1 (stereo not given)	5	-3	14	10	-17	-6	-1	-0.5	-4
CC(=O)N1CCN(Cc2nc3scc(-c4ccccc4)c3c(=O)[nH]2)CC1	5	1	-5	0	-7	1	3	0.4	-4
Cc1cc(C)c2c(N)c(C(=O)NNC(=O)c3ccccc3)sc2n1	-12	14	-10	5	-20	6	8	-0.2	-8
CC(C)[C@H](NS(=O)(=O)c1ccccc1)C(=O)OCn1nnc2ccccc2c1=O	-6	7	-6	17	-15	23	6	0.9	-1
CCOc1ccc2nc(SCC(=O)N3c4ccccc4Sc4ccccc43)c(C#N)cc2c1	-7	12	-4	-5	-14	18	7	1.0	-4
CC(=O)Nc1ccc2c(c1)C(=O)N(C1CCCCC1)C2=O	-33	6	-12	6	0	17	-1	0.8	1
COc1ccccc1N1CCN(S(=O)(=O)c2c(C)[nH]c(C)c2C(=O)N2CCCC2)CC1	-10	20	-22	-35	-4	10	1	-0.6	3
S=c1[nH]nc(-c2cccnc2)n1/N=C/C=C/c1ccco1	1	3	-4	-9	-13	9	19	-0.1	-5
O=C(NC1CCCCCC1)c1ccc(OCC2CCCO2)cc1 (stereo not given)	1	1	4	-5	3	-6	1	0.7	-6
Cc1ccnc(NC(=O)CCC(=O)N(CC(=O)NCc2ccccc2)Cc2cccs2)c1	2	-2	-4	10	-28	15	6	2.2	-4
COc1ccc(/C=N/NC(=O)c2ccc(C)nc2)cc1O	-9	1	-7	1	1	7	0	0.5	1
COc1ccccc1NC(=O)COC(=O)c1ccc2ccccc2n1	-6	11	-6	4	-15	6	10	2.1	-1

Two entries from above in a different format:
Cc1cc(C)c2c(N)c(C(=O)NNC(=O)c3ccccc3)sc2n1
- M1 antag: -12
- CHRM1 PAM: 14
- CHO-K1 Ca antag: -10
- TAAR1 antag: 5
- CHO parental Ca: -20
- M1 PAM parental: 6
- TAAR1 agonist: 8
- CHO-K1 Ca ag: -0.2
- CHRM1 agonist: -8
CC(C)[C@H](NS(=O)(=O)c1ccccc1)C(=O)OCn1nnc2ccccc2c1=O
- M1 antag: -6
- CHRM1 PAM: 7
- CHO-K1 Ca antag: -6
- TAAR1 antag: 17
- CHO parental Ca: -15
- M1 PAM parental: 23
- TAAR1 agonist: 6
- CHO-K1 Ca ag: 0.9
- CHRM1 agonist: -1

Other entries.
SMILES	M1 antag	CHRM1 PAM	CHO-K1 Ca antag	TAAR1 antag	CHO parental Ca	M1 PAM parental	TAAR1 agonist	CHO-K1 Ca ag	CHRM1 agonist
Cc1ccc(C(=O)NCCCNC(=O)c2ccco2)cn1	-7	7	2	-5	-5	11	2	0.2	-2
COc1cccc(C2c3c(oc4ccccc4c3=O)C(=O)N2CCCN2CCOCC2)c1 (stereo not given)	-21	12	-10	-13	-8	9	5	0.6	-5
O=C1c2ccccc2S(=O)(=O)c2cc(C(=O)N3CCC(N4CCCC4)CC3)ccc21	15	-15	-2	3	-6	6	9	2.0	-15
COc1ccc(-c2nc(=S)c3c(n2Cc2cccnc2)CC(C)(C)OC3)cc1	-2	1	-13	-19	-7	12	0	1.4	-3
CSc1nsc(SC)c1C(=O)N1CCN(S(=O)(=O)c2ccc(C)cc2)C1C(C)C (stereo not given)	9	-9	-6	49*	-24	14	9	2.5	-2
CC1(C)CC(=O)C=C(c2ccc(F)cc2OCc2ccccc2)C1	0	-6	-31	8	6	25	30	0.5	-5
Cc1ccccc1N(Cc1nnc2n1CCCCC2)C(=O)Nc1ccccc1	-14	0	-3	2	-8	9	3	-0.1	-4
N#Cc1c(SCC(=O)O)nc(N2CCCCC2)c2c1CCCC2	6	-1	10	-12	-9	-3	15	-0.3	-1
O=C(Cc1ccc(Cl)cc1)NC1CC1	-5	11	-4	2	-11	25	0	7.0	-6
O=C(CCC(=O)Nc1ccccc1)NNC(=O)c1cccs1	-11	6	-10	6	0	20	39*	0.8	-5
Cc1ccc(CCc2nnc(SCC(=O)Nc3cccc(Cl)c3)n2-c2ccccc2)o1	-4	1	-12	13	-13	11	0	0.3	-6
CC(NC(=O)c1cn(C(C)c2ccccc2F)nn1)c1ccncc1 (stereo not given)	-13	17	0	2	7	7	1	0.1	-9
CC(C)c1c(C(=O)N/N=C/c2ccncc2)nnn1-c1nonc1N	-11	7	-7	11	14	13	3	13	1
Cc1csc(Sc2nc3c(c(=O)[nH]c(=O)n3C)n2Cc2ccccc2Cl)n1	-1	5	2	-19	-2	1	12	0.7	-2
COc1ccc(-c2noc(CSc3nc(-c4ccccc4)cc(=O)[nH]3)n2)cc1OC	-7	5	-16	-23	7	24	-4	0.7	-3
Cc1c(NC(=O)c2nn(CC(C)C)c(=O)c3ccccc23)c(=O)n(-c2ccccc2)n1C	-12	10	-6	-13	/	16	-1	1.3	-8
CN(C(=O)COC(=O)c1cc([N+](=O)[O-])ccc1Cl)c1ccccc1	-9	9	-21	-18	-20	27	5	2.3	-6
Cc1ccc(SC[C@H](C)CN2CCC(NC(=O)OCc3ccccc3)CCC2=O)cc1 (stereo not given in full)	/	/	-24	2	/	8	15	2.7	/
